Screening results from PubChem.
hcGAS lum: human cGAS inhibition; Q8N884; recombinant h-cGAS, ATP depletion, Kinase-Glo luminescence; 0.081% of 290,000 active; inhibition, % at 12.5 µM; AID 1259398;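 further: 0% = vehicle reaction and 100% = reaction without DNA for no activity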
Target sequence (Q8N884 whole entry, looked up): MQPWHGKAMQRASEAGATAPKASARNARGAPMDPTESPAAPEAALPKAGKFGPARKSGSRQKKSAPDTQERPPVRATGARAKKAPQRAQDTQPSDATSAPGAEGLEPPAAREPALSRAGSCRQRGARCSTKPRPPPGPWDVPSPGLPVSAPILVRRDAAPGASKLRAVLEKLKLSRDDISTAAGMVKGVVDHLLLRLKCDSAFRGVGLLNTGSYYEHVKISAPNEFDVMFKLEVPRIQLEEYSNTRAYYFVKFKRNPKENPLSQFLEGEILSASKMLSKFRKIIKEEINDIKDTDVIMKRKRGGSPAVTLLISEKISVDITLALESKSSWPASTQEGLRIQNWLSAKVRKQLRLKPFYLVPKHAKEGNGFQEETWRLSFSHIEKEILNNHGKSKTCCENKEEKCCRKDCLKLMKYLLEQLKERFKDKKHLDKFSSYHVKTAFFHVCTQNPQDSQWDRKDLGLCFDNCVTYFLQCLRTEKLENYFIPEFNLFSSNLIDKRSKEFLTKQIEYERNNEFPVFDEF
mcGAS lum: mouse cGAS inhibition by luminescence | Q8C6L5 | recombinant cGAS, Kinase-Glo ATP depletion luminescence | inhibition, % at 12.5 µM | 0.15% of 160,000 active | AID 1259399;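 further: 0% = negative control wells and 100% = reference inhibitor with no enzyme activity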
NPYLR7 agonist: mosquito NPYLR7 agonism; activation, % at 10 µM; 0.15% of 270,000 active; HEK293T NPYLR7/Galpha15, GCaMP6s calcium fluorescence; AID 1259423; in the data active means activation above about 40%;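 further: 0% = vehicle and 100% = reference agonist at the receptor; some compounds past the cut are filed as inactive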
* hit, by the source's call; · = not tested or not shown; & = joins results of further samples. Unless noted, no stated cut-off is given here; in the data, active means inhibition above about 40%; inactive means the rest.

mol,hcGAS lum,mcGAS lum,NPYLR7 agonist
O=c1c(O)c(-c2cc(Cl)cc3c2OCOC3)oc2ccc(Cl)cc12,-7,·,2
O=C(CN1CCc2sccc2C1c1ccc(Cl)cc1)N1CCN(C(=O)c2ccccc2)CC1 (centres undefined),-5,-5,6
O=C1N[C@H]2C[C@@](O)(N1)[C@@H]1OC[C@H]2O1,7,·,2
CC(CNC(=O)c1ccc(F)cc1)N1CCN(C)CC1 (centres undefined),-2,·,-8
COc1ccc(NC(=O)C2CCN(C(=O)[C@@H](Cc3ccccc3)NC(=O)Nc3c(F)cc(Br)cc3Br)CC2)cc1,-5,-7,-2
COc1ccc(-c2cnc(-c3ccc(CNC(=O)c4ccc(F)c(F)c4F)cc3)[nH]2)cc1,-1,-3,-8
CCOc1ccc(-c2ccnc(N3CCN(C(=O)C(OC(C)=O)c4ccccc4)CC3)n2)cc1 (centres undefined),-3,-4,24
CCCc1[nH]ncc1C(=O)N1C[C@@H]2[C@H](C1)[C@H]1CC[C@@H]2O1,-1,-8,·
O=C(Cn1cnc2c(nnn2-c2ccc(F)cc2)c1=O)N1CCCCC1,-4,·,7
CC(C)(C)c1cc2nc(C(=O)NCc3ccc(F)cc3)cc(-c3ccccc3F)n2n1,-5,-8,11
CCC(C)N(CC(=O)N(Cc1cccn1Cc1ccc(F)cc1)C1CCCCC1)C(=O)c1cccc(Br)c1 (centres undefined),-7,-6,0
CCSc1nnc(C)c2cnn(-c3ccc(F)cc3)c12,-8,-14,-15
O=C(CSc1nnc(-c2ccccc2)n1-c1ccccc1)N/N=C\c1cccc([N+](=O)[O-])c1,-4,-4,-9
Cc1[nH]c(=O)sc1C(=O)NCc1ccc2c(c1)OCO2,1,·,-8
COc1ccc(OC)c(-c2cc(C(=O)N3CC(c4nc(-c5ccncc5)no4)C3)[nH]n2)c1,-15,·,-4
Cc1cc(Oc2ccc(NC(=O)CNC(=O)OC(C)(C)C)cc2)n[nH]1,-16,-17,4
COc1ccc2ccccc2c1-c1cc(C(=O)N=Nc2c(O)[nH]c3ccccc23)[nH]n1,-5,-6,3
Cc1ccc(S(=O)/C(F)=C/c2ccccc2)cc1 (centres undefined),20,·,9
CCOC(=O)COC(=O)c1nsc(Cl)c1Cl,-9,-5,1
CN(Cc1ccc(Cl)c(Cl)c1)C(=O)NCc1ccccc1S(=O)(=O)N1CCCCC1,-4,·,13
CC(C)c1ccc(NC2CCCN(C(=O)Nc3ccc4c(c3)OCO4)C2)cc1 (centres undefined),-8,·,8
O=C(CCc1c(F)cccc1F)NS(=O)(=O)N1CCCCC1,-7,-18,-1
CCn1cnnc1CC1CCN(C(=O)c2n[nH]c3c2CCCCCC3)CC1,-9,-4,·
Cc1c(C(=O)N2CCN(S(C)(=O)=O)CC2)cc(-c2ccc(Cl)cc2)n1-c1cccc(F)c1,-7,-5,-1
COc1ccc(NC(C)=O)cc1NC(C)c1nc2ccccc2s1 (centres undefined),-2,-15,-2
Cc1cc(-n2c(C)cc(C(=O)Cn3cc(S(=O)(=O)N4CCCC4)ccc3=O)c2C)no1,8,·,0
CCSc1nc2c(=O)[nH]cnc2n1C1OC(CO)C(O)C1O (centres undefined),-6,-3,-1
Cc1cc(-n2c(CCc3ccccc3)nnc2SCC(=O)O)n(C)n1,-6,·,-4
N#CC1C(=N)Oc2n[nH]c(-c3ccc(Br)cc3)c2C1c1ccsc1 (centres undefined),-2,·,-4
COC(=O)CN1C(=O)Nc2ccc(C)cc2C1c1ccccc1 (centres undefined),-8,-4,-3
CCNC(=O)N1CCCC(OCc2ccc(F)cc2)C1 (centres undefined),-2,·,1
COc1ccc(Cl)cc1-c1ncncc1C(C)C,0,·,9
O=S(=O)(Nc1ccccc1I)c1ccccc1,-2,·,-2
COc1ccccc1C(=O)N1CCC(C(NC(=O)c2cccs2)C(=O)NC2CC2)CC1 (centres undefined),-7,-5,-8
CCN(CC(=O)Nc1cc(-c2ccccc2)nn1-c1ccc(Cl)cc1)C(=O)Nc1ccc(F)cc1F,3,-3,0
CCC(C)(C)NC(=O)CN1CCC(C(=O)N(C)C)CC1,-4,·,10
CN(Cc1ncc[nH]1)Cc1ccccc1C(=O)O,-5,·,3
COc1ccccc1NS(=O)(=O)c1cc(C(=O)Nc2ccccc2)ccc1C,9,0,17
O=C(Cn1cnc2sccc2c1=O)N1CCC2CCCCC2C1 (centres undefined),-1,·,0
O=C(C1CCOC1)N1CCOc2c(O)cc(-c3cccnc3)cc2C1 (centres undefined),-6,·,4

Single records, as listed above. Screens in order: hcGAS lum	mcGAS lum	NPYLR7 agonist
CN(Cc1ncc[nH]1)Cc1ccccc1C(=O)O is listed as -5	·	3
COc1ccccc1C(=O)N1CCC(C(NC(=O)c2cccs2)C(=O)NC2CC2)CC1 (centres undefined) is listed as -7	-5	-8

Other entries follow.
mol,hcGAS lum,mcGAS lum,NPYLR7 agonist
O=C1C2C3C=CC(C3=C3CCCC3)C2C(=O)N1c1cccc([N+](=O)[O-])c1 (centres undefined),-3,2,1
Cc1nc2sccn2c(=O)c1NC(=O)c1ccc(Br)cc1,-10,-7,15
Cn1nnc2cc(C(=O)N3[C@@H]4CC[C@H]3CNC(=O)C4)ccc21,-4,·,4
CCc1cccc2c(C(CC(=O)NCCCOC)c3ccc(C)cc3)c[nH]c12 (centres undefined),-2,-3,4
O=C(NCC1(c2cccc(Br)c2)CCOCC1)c1ccco1,5,·,-29
Cc1c(C(=O)NCc2ccc3c(c2)OCCO3)sc(=O)n1Cc1ccccc1C#N,-8,·,6
CC(C)CCN1C(=O)CC[C@H]2CN(C(=O)CCn3cc(Cl)cn3)CC[C@H]21,-6,-4,·
O=C(NCCNc1ccc(Nc2ccncc2)nn1)C1CCCC1,-7,·,13
CC(C)C1CN(C(=O)CN2CCOC2=O)CCC(=O)N1Cc1ccc(F)cc1 (centres undefined),-7,-16,5
CCOCCCN1COc2ccc3c(c2C1)O/C(=C\c1ccccc1)C3=O,-3,-9,7
CCC(=O)N1CCN(S(=O)(=O)c2c(C)cc(C(C)(C)C)cc2C)CC1,-7,-8,-1
C(=C\c1ccccc1)/CN1CCN(Cc2cc3n(n2)CCCNC3)CC1,3,1,4
C=C(c1ccc(C(=O)O)cc1)c1cc2c(cc1C)C(C)(C)CCC2(C)C,-4,-11,-6
CCCCCCCCCCCCCCCCCCOCC(O)CO (centres undefined),-4,·,-5
O=S(=O)(c1ccccc1)c1cnc2cc3c(cc2c1N1CCCC1)OCCO3,0,-4,2
CCN(CC)C(=O)N1CCN(c2ccc(Nc3ccnc4cc5ccccc5cc34)cc2)CC1,7,8,-9
C=CCN(c1ccc(Cl)cc1)S(=O)(=O)c1ccc(Cl)c(C(=O)O)c1,-1,·,8
Cc1nccc(-c2cccc(NCC(=O)N3CCCCCCC3)c2)n1,1,·,0
c1ccc2c3c([nH]c2c1)C(c1nc(C2CC2)n[nH]1)CCC3 (centres undefined),-4,-8,15
COC(=O)c1ccc2c(c1)C1CC(C)(O2)N(c2ccc(Br)c(C)c2)C(=O)N1 (centres undefined),-10,-8,-3
CC(OC(=O)C1=COCCO1)C(=O)Nc1cccc2c1C(=O)c1ccccc1C2=O (centres undefined),2,3,-6
Cc1c(Cl)c([N+](=O)[O-])nn1CC(=O)Nc1c(F)cc(F)cc1Br,-4,-7,-7
CCOCc1nccc(-c2cc(C(=O)O)ccn2)n1,-5,·,6
Fc1ccc(-c2noc(CSc3nnnn3C3CCCC3)n2)cc1,-6,-6,2
Cc1cc(C)nc(SCc2cc(=O)c(OC(=O)c3ccccc3C(F)(F)F)co2)n1,-2,-5,-12
CC1(Cc2cccc(C(F)(F)F)c2)C(=O)Nc2c(Cl)ccc(Cl)c21 (centres undefined),-2,-4,6
O=C(Cn1cnc2sccc2c1=O)Nc1ccc2c(c1)CCC2,-6,·,-8
Cc1ccccc1-n1c(SCc2ccccn2)nnc1-c1ccccc1F,-1,-5,-3
O=C1CCCN1C1CCN(c2ncccc2C(F)(F)F)CC1,-7,·,-2
COc1ccc(F)cc1COc1ccc2c(C3CC3)noc2n1,-5,-7,3

Molecules above with a COOH group:
mol,hcGAS lum,mcGAS lum,NPYLR7 agonist
Cc1cc(-n2c(CCc3ccccc3)nnc2SCC(=O)O)n(C)n1,-6,·,-4
CN(Cc1ncc[nH]1)Cc1ccccc1C(=O)O,-5,·,3
C=C(c1ccc(C(=O)O)cc1)c1cc2c(cc1C)C(C)(C)CCC2(C)C,-4,-11,-6
C=CCN(c1ccc(Cl)cc1)S(=O)(=O)c1ccc(Cl)c(C(=O)O)c1,-1,·,8
CCOCc1nccc(-c2cc(C(=O)O)ccn2)n1,-5,·,6

Next part.
mol,hcGAS lum,mcGAS lum,NPYLR7 agonist
C=CCOc1c(OC)ccc2c1CN(C1CCCC1)C(=O)CCN2CC(O)COC(C)(C)C (centres undefined),0,-3,2
CCOC(=O)C1CCN(C(=O)c2ccc(Nc3cccc(C(F)(F)F)c3)nc2)CC1,-2,1,-9
CCc1ncc(C(=O)NC2CC(=O)Nc3ccccc32)cn1 (centres undefined),-7,-12,·
CC(=C=CC(C)(C)C1OCC(C)O1)CCC=C(C)C (centres undefined),-18,-7,-2
CCOC(=O)c1cc(-c2cccc(NC(=O)c3ccccc3OC)c2)n(-c2ccccn2)n1,-5,-6,9
Cc1ccc(F)c(Oc2cc(N3CCNC(C)C3)ncn2)c1 (centres undefined),-4,·,16
Cc1cc(C(=O)N=c2sc3ccccc3n2C)nn1C,-3,·,3
CC(NC(=O)C1CCN(CCOc2ccccc2)CC1)c1ccccc1 (centres undefined),1,4,-11
CCCOc1ncccc1CNc1c(F)cc(C#N)cc1F,-4,·,0
Cc1cccc(Cn2c(NC3CCCC3)nc3c2c(=O)[nH]c(=O)n3C)c1,-5,·,-4
CCSCCOC(=O)C1=C(C)NC(=O)NC1c1ccc(OC)cc1 (centres undefined),-2,-4,-2
Nc1nc(Cl)cc(N2CCc3ccccc32)n1,-3,0,10
Cc1[nH]c(=O)n(C)c(=O)c1CCc1nnc(SCC(=O)Nc2cccc(Cl)c2)o1,-4,-7,-10
CCCCN(Cc1cccn1Cc1ccc(Br)cc1)C(=O)CN(C(=O)COC)C(C)C,-2,-3,0
COc1ncccc1C(=O)N1CCCC(N2CCN(Cc3ccc4c(c3)OCO4)CC2)C1 (centres undefined),-3&-13,·,15&-1
CCCCN1CCN(C(=O)c2snnc2CC)CC1=O,-3,·,-2
COc1cccc(C(=O)N(CC(=O)N(CCc2ccc(OC)c(OC)c2)Cc2ccco2)C(C)C)c1,5,2,-6
Cc1ccc(CN2CCN(c3nccc(N4CCC(O)C4)n3)CC2=O)cc1 (centres undefined),0,-8,9
Cc1cnccc1CN(C)C(=O)[C@H](N)CC(C)C,-6,·,1
COC(=O)c1occc1/C=C/c1nc2ccccc2[nH]c1=O,-1,-6,37
CN(Cc1ccccc1Cl)C(=O)Cc1csc(N2CCCC2=O)n1,-1,·,0
CCCCN(Cc1ccccc1F)C(=O)c1cc(C(C)=O)c(C)[nH]c1=O,-7,-11,-2
CC(=O)c1ccc2c(c1)N(Cc1ccc(C)cc1)C(=O)C(C)S2 (centres undefined),-3,·,1
COCC1(C(=O)N(C)Cc2nnc(-c3ccccc3)o2)CCC1,-4,·,5
CCCC(NC(=O)c1cc([N+](=O)[O-])cc([N+](=O)[O-])c1)c1nc2ccccc2[nH]1 (centres undefined),-6,-4,0
CCn1ccnc1CN1CCC(CNC(=O)C2CCCCC2)C1 (centres undefined),-8,·,6
CC(C)c1ccc(C(=O)Oc2ccc(/C=C3\C(=N)N4N=CSC4=NC3=O)cc2)cc1,-4,·,1
COc1ccc(CNC(=O)CCC2CCCN(Cc3nc4ccccc4[nH]3)C2)c(OC)c1 (centres undefined),-7,·,9
COc1ccc(C(=O)Nc2ccc3c(c2)OC(F)(F)O3)cc1S(=O)(=O)NC1CC1,2,·,2
Cc1nc(-c2ccsc2)sc1C(=O)NC12CC3CC(CC(C3)C1)C2,-5&-6,·,7&7
Cc1ccc(O)c(CN2CCN(C(=O)c3ccccc3)CC2)n1,-1,-7,0
CCN(CC)CC(=O)N(CC1CCN(CCOC)CC1)CC1CCCN1CC (centres undefined),-1,·,-2
Cc1nc(N2CCCCC2)nc2c1C(=O)CC(/C=C/c1ccccc1)C2 (centres undefined),-5,-6,3
CCCCn1nc(C(=O)N(C)CC(=O)Nc2cccc(OC)c2)c2ccccc2c1=O,-12,-7,8
